Screens as filed in PubChem.
p53 reactivation – restores transcriptional activity of mutant p53; H1299 p53-A138V BP100-luciferase reporter, luminescence, 24 h; Potency, µM (top dose mostly 92.2 µM), without a hit: at the highest dose activity change, positive = activation, usual class: activators; 320,000 compounds, 0.063% hits; AID 504706; note: potency is the fitted concentration of half-maximal effect; % of control where 0% means no effect; nearly all actives have a fitted effect of over 45% in size
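p53-null H1299 cells stably carrying temperature-sensitive p53-A138V and a BP100-luciferase reporter were pinned with compounds (4-point, 1:5 series) and held 24 hrs at 37 deg C. Luminescence was read 10 min after detection reagent.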
Menin MLL FP TR – inhibitors of human menin-MLL interaction, mutant MLL peptide. O00255. Menin + Texas Red MLL mutant peptide, fluorescence polarization. Potency, µM (titrated, usually from 61.6 µM), without a hit: at the highest dose FP activity change, negative = inhibition, actives largely listed as inhibitors. 270,000 compounds, 0.23% hits; active = well fitted inhibition curve with a large enough effect in the polarisation, with a control signal flat, not every such curve was filed as active; inconclusive = small, poorly fitted or top-dose-only effect, or effect the other way, or a change in a side signal; inactive = no such curve, though single readings can be large or run the other way; the % refers to the polarisation; note: potency is the fitted concentration of half-maximal effect; % of control where 0% means no effect; many of its hits are not listed in these tables
Target sequence (O00255 whole entry, looked up): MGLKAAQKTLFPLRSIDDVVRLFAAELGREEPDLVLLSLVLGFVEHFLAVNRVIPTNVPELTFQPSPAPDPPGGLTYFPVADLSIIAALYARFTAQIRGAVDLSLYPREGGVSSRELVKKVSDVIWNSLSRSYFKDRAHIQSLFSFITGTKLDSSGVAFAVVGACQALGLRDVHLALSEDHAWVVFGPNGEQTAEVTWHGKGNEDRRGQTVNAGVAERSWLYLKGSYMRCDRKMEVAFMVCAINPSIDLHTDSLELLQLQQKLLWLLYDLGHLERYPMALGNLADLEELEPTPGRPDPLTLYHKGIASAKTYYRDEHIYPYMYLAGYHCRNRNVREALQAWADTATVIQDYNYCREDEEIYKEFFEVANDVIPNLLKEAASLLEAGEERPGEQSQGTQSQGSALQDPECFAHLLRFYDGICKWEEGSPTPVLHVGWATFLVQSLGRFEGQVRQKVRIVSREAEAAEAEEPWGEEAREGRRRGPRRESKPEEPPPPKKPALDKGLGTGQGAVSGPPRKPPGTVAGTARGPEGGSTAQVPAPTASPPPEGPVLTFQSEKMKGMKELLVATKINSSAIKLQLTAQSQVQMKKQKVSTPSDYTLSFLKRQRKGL
Rab9 prom act – Rab9 promoter activation; Huh7 Rab9 promoter-luciferase reporter, luminescence, 24 h; Potency, µM (titrated, usually from 9.22 µM), inactives show top-dose activation, negative = inhibition, actives largely listed as activators; 320,000 compounds, 2.8% hits; AID 485297; note: potency is the fitted concentration of half-maximal effect; % of control where 0% means no effect; nearly all actives have a fitted effect of over 60% in size
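Stable Rab9-luc Huh7, 1500 cells/well, 2 h settle; cmpd in DMSO, 24 h, 37 °C/5% CO2; luciferase reagent 10 min RT; luminescence.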
RORg inh – inhibitors of mouse ROR gamma transcriptional activity; P51450; Drosophila S2 Gal4-RORgamma UAS-luciferase reporter, 20 h; Potency, µM (doses to about 53.6 µM), without a hit: top-dose activity change, negative = inhibition, hits mostly inhibitors; 310,000 compounds, 5.4% hits; note: potency is the fitted concentration of half-maximal effect; % is set by controls: 0 for no effect and ±100 for the full control effect; nearly all actives have a fitted effect of over 60% in size
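ROR gamma transcriptional activity was tracked as Gal4-UAS luciferase output in stably transfected Drosophila Schneider cells, with compound added 1 hr before 700 uM copper sulfate induction and a 20 hr ambient-temperature incubation.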
Giardia killer – Giardia lamblia killing; AID 540267; 340,000 compounds, 0.15% hits; activity change, % at 7.66 µM, hits read low; Giardia lamblia trophozoite viability; in the data active = activity change below about -80%; inconclusive = between about -30% and that limit;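 note: parasites exposed to compound for two days anaerobically before the ATP read; % is set by controls: 0 for no effect and ±100 for the full control effect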
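Giardia lamblia trophozoites (100 cells/well) were incubated with compounds for 48 h at 37 deg C under anaerobic conditions. Viability was read as ATP content by one-step luminescence after 15-30 min at room temperature.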
BRCA1 expr act – activators of BRCA1 expression. MCF7-BRCA1-FFLuc reporter, luminescence, 48 h; response scale: scaled: vehicle 0%, 10 µM genistein 100%. Potency, µM (doses to about 46.1 µM), without a hit: at the top dose activation, most hits filed as activators. 380,000 compounds, 1.1% hits; note: potency is the fitted concentration of half-maximal effect; nearly all actives have a fitted effect of over 80% in size; some results filed as inactive show a strong effect at the top dose
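MCF7 cells carrying a BRCA1-firefly luciferase reporter (2000 cells/well, phenol-red free MEM) were attached for 2 h at 37 °C, then given compounds for 48 h. Luminescence was read 15 min after luciferase reagent; activity normalized to genistein (10 microM) and DMSO.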
PKM2 act – increases activity of human pyruvate kinase M2; P14618; purified PKM2, Kinase-Glo ATP luminescence, activation; response scale: 0% is enzyme alone, no compound; Potency, µM (series often up to 57.5 µM), for inactives: at the highest dose activation, usual class: activators; 260,000 compounds, 0.34% hits; note: potency is the fitted concentration of half-maximal effect; % is set by controls: 0 for no effect and ±100 for the full control effect; nearly all actives have a fitted effect of over 55% in size
Target sequence (P14618 whole entry, looked up): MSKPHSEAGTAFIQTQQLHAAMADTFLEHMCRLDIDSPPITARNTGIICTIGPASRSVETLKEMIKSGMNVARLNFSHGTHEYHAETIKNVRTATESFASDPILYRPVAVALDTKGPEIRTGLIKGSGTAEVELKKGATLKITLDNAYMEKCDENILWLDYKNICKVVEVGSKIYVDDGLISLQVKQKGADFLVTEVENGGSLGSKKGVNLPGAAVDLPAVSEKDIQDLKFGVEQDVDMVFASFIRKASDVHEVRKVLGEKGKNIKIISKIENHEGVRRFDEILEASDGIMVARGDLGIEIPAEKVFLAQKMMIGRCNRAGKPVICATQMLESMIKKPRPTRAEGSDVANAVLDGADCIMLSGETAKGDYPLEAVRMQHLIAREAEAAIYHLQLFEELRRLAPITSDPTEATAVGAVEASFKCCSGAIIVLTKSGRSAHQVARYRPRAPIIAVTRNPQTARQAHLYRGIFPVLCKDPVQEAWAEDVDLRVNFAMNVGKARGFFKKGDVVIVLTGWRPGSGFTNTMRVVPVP
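Purified hPK-M2 (>95%) run at intermediate activity with 0.1 mM ADP and 0.5 mM PEP in 50 mM imidazole pH 7.2, KCl, MgCl2; 1 h room temperature. ATP formed read by Kinase-Glo luminescence; normalized to uninhibited and no-enzyme controls.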
NPC1 prom act – activators of NPC1 promoter; Huh7 NPC1 promoter luciferase reporter, 24 h; Potency, µM (top dose mostly 9.22 µM), for the others: at the top dose activation, most hits filed as activators; 320,000 compounds, 2.4% hits; AID 485313;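 note: potency is the fitted concentration of half-maximal effect; % of control where 0% means no effect; nearly all actives have a fitted effect of over 60% in size; reporter is driven by a mutant NPC1 promoter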
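NPC1 promoter–luciferase Huh7 cells; 24 h compound; luminescence.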
FLuc counter – counter-screen for miR-21 project: firefly luciferase inhibitors or activators; P08659; purified FLuc, Km substrates, luminescence inhibition; Potency, µM (titrated, usually from 57.5 µM), for inactives: at the top dose activity change, negative = inhibition, usual class: inhibitors; 360,000 compounds, 6.9% hits; AID 588342;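 note: potency is the fitted concentration of half-maximal effect; plate controls were vehicle for no effect and reference inhibitor for full effect; nearly all actives have a fitted effect of over 55% in size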
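Biochemical qHTS of compounds, final roughly 60 µM downward over six points, against 10 nM purified firefly luciferase using Km concentrations of substrates (10 uM D-luciferin, 10 uM ATP) in Tris acetate pH 7.5 buffer; luminescence output.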
ELG1 genotoxic – inducers of genotoxicity in HEK293T ELG1-luciferase cells. HEK293T ELG1-luciferase reporter, luminescence, 16 h. Potency, µM (series often up to 46 µM), inactives show at the top dose activity change, positive = activation, hits mostly activators. 330,000 compounds, 1.3% hits. AID 504466; note: potency is the fitted concentration of half-maximal effect; % of control where 0% means no effect; nearly all actives have a fitted effect of over 60% in size
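Screening used a luciferase reporter fused to human ELG1 in HEK293T cells. Luminescence was read on a CCD plate imager after 16 hr exposure and 30 min ONE-Glo incubation.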
Gal4-VP16 FLuc – counter-screen for ROR gamma inhibitors: Gal4-VP16 reporter; Potency, µM (series often up to 53.6 µM), for the others: at the highest dose activity, negative = inhibition, usual class: inhibitors; Drosophila S2 Gal4-VP16 UAS-luciferase, luminescence, 20 h; AID 2546; 310,000 compounds, 3.5% hits;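 note: Gal4-VP16 expression switched on by copper sulfate through the metallothionein promoter; potency is the fitted concentration of half-maximal effect; % is set by controls: 0 for no effect and ±100 for the full control effect; nearly all actives have a fitted effect of over 50% in size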
The depositor's hits bear a star; ? = inconclusive; . = no result given; [ ] = dose if it differs, or a comment. Unless noted, calls come from the whole dose curve; as a rule, active = well fitted curve in the direction sought with a large enough effect; inconclusive = small, poorly fitted or top-dose-only effect, or another doubt; inactive = no such curve, though single readings can be large; an effect the other way counts as inactive or inconclusive. Only part of the results is shown; rates above refer to the full screens.

Results follow in this order: p53 reactivation | Menin MLL FP TR | Rab9 prom act | RORg inh | Giardia killer | BRCA1 expr act | PKM2 act | NPC1 prom act | FLuc counter | ELG1 genotoxic | Gal4-VP16 FLuc
1: O=C(c1cccc([N+](=O)[O-])c1)N1CCCC(C(=O)N2CCN(c3ccccc3)CC2)C1 (configuration not stated)
→ . | -1% | 9% | . | 9 | -17% | 0% | 2% | 2% | -1% | .
2: COCCNC(=S)N1CCC(NC(=O)Nc2ccc(C)cc2)CC1
→ -2% | 7% | -1% | -3% | -12 | -12% | 4% | -9% | -2% | 0% | 5%
3: CC1(C)CC(=O)C=C(Nc2ccc(C(=O)O)cc2)C1
→ 6% | 17% | 4% | 18% | 11 | -19% | 1% | -1% | -2% | 0% | -15%
4: COc1cc(C(=O)NCCC2=CCCCC2)ccc1OCc1c(C)noc1C
→ -7% | . | 0% | . | -3 | -25% | . | -2% | . | 6% | .
5: CCc1nnc(NC(=O)C2CCCN2C(=O)Nc2ccc(Cl)cc2)s1 (configuration not stated)
→ 2% | -2% | 3% | 1% | 25 | 5% | . | 0% | 1% | 3% | 10%
6: COCCNc1c(-c2ccc(OC)c(OC)c2)nc2ccc(Cl)cn12
→ 5% | 6% | -2% | -40% | 2 | 6% | -7% | -3% | -3% | -6% | 7%
7: COc1ccc(C(=O)C2CCCN(Cc3cc(Cl)ccc3O)C2)c(OC)c1 (configuration not stated)
→ -8% | 26% | 0% | ? | 8 | -34% | -3% | 1% | -6% | -1% | -13%
8: CC(=O)N1CCN2C(=O)C1CCCC(=O)c1cc(C3CCCCC3)ccc12 (configuration not stated)
→ -4% | -6% | 5% | 0%[10 µM] | 10 | -1% | 1% | -1% | -1% | 2% | 0%
9: COC(=O)CCCNC(=O)c1ccc(OS(=O)(=O)c2cc([N+](=O)[O-])ccc2C)cc1
→ 8% | . | -2% | . | 7 | 4% | . | 0% | 9% | 15% | .
10: COc1ccc(-c2nnc(SCC(=O)Nc3ccc(C)cc3)n2C)cc1
→ -8% | -1% | 1% | 0% | 8 | -1% | -3% | -4% | -1% | -11% | -10%
11: O=C(NCc1ccccc1)C(Cc1ccccc1)N1C(=O)C2C3CCC(C3)C2C1=O (configuration not stated)
→ -1% | -26% | -2% | 26% | -18 | 10% | 0% | -2% | -1% | -5% | 4%
12: CCCn1c(=O)c2c(nc3n2CCCN3Cc2ccccc2)n(C)c1=O
→ -1% | -25% | -3% | 24% | 8 | -17% | . | 1% | 0% | -6% | 1%
13: O=C(C1CCC(=O)N(C2CC2)C1)N1CCC(Oc2cccc(F)c2)CC1 (configuration not stated)
→ -10% | -4% | -3% | -4% | -22 | 12% | -10% | 0% | 0% | -6% | -12%
14: COc1cc(Cl)ccc1OCc1cc(C(=O)N(C)Cc2nnc(C)o2)no1
→ 6% | . | 26% | 24% | 3 | 69% | 6% | 29% | ? | ? | 25%
15: Cc1ccc(NS(=O)(=O)c2ccc(-c3ccc(=O)[nH]n3)o2)cc1Cl
→ 18% | 13% | 0% | 8% | -4 | -2% | . | 5% | -1% | 2%[9.26 µM] | 1%
16: Cc1nonc1NC(=O)CSc1nc(C2CCCCC2)nc2ccccc12
→ -37%[inhibitor] | -1% | 0% | ? | 5 | -50% | 3% | -1% | -8% | 2% | ?
17: COc1cccc(C(=O)Nc2ccc(C(=O)c3ccccc3)cc2)c1
→ . | ? | -3% | -21%[1.91 µM] | 2 | 51% | 1% | 7% | ? | 8% | ?
18: Cc1ccc(OCc2ccc(C(=O)NN)o2)cc1C
→ 3% | . | ? | -30% | 9 | ? | -1% | ? | -20% | 11% | 3%
19: COc1ccc(C)cc1S(=O)(=O)N(CC(=O)N1CCOCC1)c1cc(C)cc(C)c1
→ 15% | -10% | 3% | 2% | -6 | -1% | 8% | 4% | 4% | -3% | -2%
20: Cc1ccc(CNC(=O)c2csc3c2CCCCC3)cc1
→ 8% | . | -9% | -9% | 2 | 0% | -14% | 4% | 0% | 2% | 5%
21: O=[N+]([O-])c1cccnc1N1CCC(c2cc(-c3cccc(C(F)(F)F)c3)n[nH]2)CC1
→ -13% | 12% | -5% | 13µM* | -2 | -52% | 3% | -1% | -16% | -10% | ?
22: COc1ccc(C)cc1NC(=O)CNC(c1ccccc1)c1ccc(C)cc1 (configuration not stated)
→ 22% | -1% | -26% | 5% | ? | -49% | . | -21% | 3% | 2% | -5%
23: CN1CCN(CCc2nc3cc(NC(=O)COc4ccccc4)ccc3n2C)CC1
→ -5% | 1% | 1% | 16% | -9 | 11% | -9% | 1% | 0% | 2% | 8%
24: COc1ccc(-c2cc(C(=O)N3CCN(c4ncccn4)CC3)c3ccccc3n2)cc1OC
→ -5% | . | 0% | . | -15 | 13% | . | 7% | 13µM* | -3% | .
25: OCC1CCCCN1C(=S)Nc1ccc(Cl)cc1Cl (configuration not stated)
→ 10% | 13% | 20% | ? | -17 | -5% | 0% | 0% | -19% | 5% | ?
26: CNC(=O)NC(=S)NC(=O)c1ccccc1Cl
→ 4% | -2% | -4% | ? | 11 | 0% | -2% | 1% | -2% | 3% | 18%
27: Cc1ccc(C)c(CN2C(=O)C3CCCN3c3ccc(S(=O)(=O)N4CCOCC4)cc32)c1 (configuration not stated)
→ 2% | -22% | 0% | -23% | . | . | -1% | -3% | 0% | -2% | -4%
28: CCOc1ccc(C(=O)Nc2ccccc2CC)cc1[N+](=O)[O-]
→ -6% | 7% | -6% | 2% | -27 | -11% | 6% | 0% | 3% | -2% | 0%
29: CCN1/C(=C2\C(=O)N(C)C(=S)N2c2ccccc2)C=Cc2ccccc21
→ -6% | . | -3% | -36% | -5 | -37% | -25% | -8% | ? | -1% | -22%
30: Cc1ccc(C2c3c(oc4ccccc4c3=O)C(=O)N2CCCN2CCOCC2)o1 (configuration not stated)
→ -2% | . | 1% | 21% | 4 | 3% | 3% | 2% | 3% | 7% | 9%
31: NC(N)=N/N=C/c1ccc(OCc2ccccc2)cc1
→ 20% | ? | 11% | -32% | 7 | -57% | -4% | 24% | ? | 1% | 10µM*
32: C[C@]1(CO)CCC[C@@]2(C)C1CC[C@@H](CO)[C@@H]2CCc1ccoc1 (some centres not stated)
→ 6% | 3% | 0% | 6% | 3 | -28% | . | -8% | 1% | -3% | -1%
33: Cc1ccc(S(=O)(=O)N(CC(=O)N/N=C/c2ccco2)Cc2ccccc2)cc1
→ 3% | 7% | -5% | 9% | 7 | -54% | -2% | -1% | 3% | -2% | -5%
34: CC(C)Oc1ccccc1NC(=O)CSc1nc2ccccc2c(=O)n1C
→ . | 1% | -6% | ? | -11 | -44% | 0% | 0% | 4% | 1% | -19%
35: O=C(NCCC1CCCCN1S(=O)(=O)c1ccc(F)cc1)C(=O)NCCN1CCOCC1 (configuration not stated)
→ 6% | . | 0% | . | 4 | -11% | . | 5% | 2% | 0% | .
36: CCOC(=O)NC(=O)CSc1ccc(C)cc1C
→ -4% | 9% | 0% | 12% | -15 | 0% | -5% | 0% | -7% | 2% | -6%
37: O=C(c1cccnc1)N1CCC(Oc2ccc(C(=O)N3CCCCO3)cc2)CC1
→ -3% | -15% | 2% | ? | 17 | -33% | -2% | 0% | -2% | -4% | -3%
38: CN(CC(=O)Nc1ccc(Cl)cc1)C(=O)Cc1c(F)cccc1Cl
→ -2% | . | -1% | 36% | 11 | -2% | 1% | -5% | -2% | 1% | 1%
39: CN(CCC(=O)Nc1ccc2c(c1)OCO2)Cc1ccccc1
→ -8% | ? | 9% | 2% | 7 | -6% | -3% | 5% | -7% | -1% | -5%
40: CCCCOc1ccc(/C=C/C(=O)NCCc2nc3ccccc3[nH]2)cc1
→ 5% | ? | 1% | -16% | 1 | 6% | -4% | 2% | ? | -7% | 4%
41: Cc1nnc(SCCN2CCOCC2)c2nn(-c3ccccc3F)c(C)c12
→ -1% | 5% | -8% | -13% | -8 | -29% | -11% | -1% | -1% | -1% | 25%
42: CC(c1nccs1)N(C)C(=O)CCc1nnc(CCc2ccccc2)o1 (configuration not stated)
→ 3% | 1% | 16% | 22% | -1 | -13% | -5% | 1% | -2% | -1% | -14%
43: CCCCCCOc1ccc(N2C(=O)CC(N3CCN(CCN=CC4C(=O)CC(C)(C)CC4=O)CC3)C2=O)cc1 (configuration not stated)
→ 5% | ? | -2% | 3% | -13 | 3% | 5% | -12% | -6% | -5% | 5%
44: Cc1cc(F)ccc1NS(=O)(=O)c1cccc2nsnc12
→ . | 7% | -3% | 1% | 3 | -4% | 15% | 2% | 9% | 2% | ?
45: CCOc1ccccc1NC(=O)NC1CCN(CC(=O)Nc2ccc3c(c2)OCCO3)CC1
→ 4% | -22% | -5% | 22% | 3 | -4% | 0% | 0% | 3% | -2% | 5%
